Screening results (PubChem)
TcdB inh: inhibitors of Clostridioides difficile toxin B glycohydrolase | TcdB glycohydrolase enzymatic assay, plate reader | inhibition, % at 9.99 µM | hit rate 0.24% among 350,000; in the data active = inhibition above about 10%
Numbers without * were called inactive. This is a subset; rates above refer to the full screens.

SMILES	TcdB inh
Cc1ccc(S(=O)(=O)N2CC[C@@H]3[C@H](CO)Nc4ccc(C#Cc5ccc(F)cc5)cc4[C@@H]32)cc1	1.4
CNC[C@@H]1Oc2ccc(NC(=O)CCN3CCOCC3)cc2CC(=O)N([C@@H](C)CO)C[C@H]1C	-0.4
C[C@@H]1CN([C@@H](C)CO)S(=O)(=O)c2ccc(-c3ccc(C(=O)N(C)C)cc3)cc2O[C@H]1CN(C)C	0.0
CCC(=O)Nc1ccc2c(c1)C(=O)N(C)C[C@@H](OC)[C@@H](C)CN(C(C)=O)[C@H](C)CO2	-0.7
CC(C)c1[nH]nc2c1C(c1cccc(C(F)(F)F)c1)NC2=O (configuration not stated)	1.4
CN1C(=O)c2cc(NC(=O)C3CC3)ccc2OC[C@@H]2O[C@H](CC(=O)NCc3ccccc3F)CC[C@@H]21	-1.0
C[C@H](CO)N1C[C@H](C)[C@@H](CN(C)C(=O)Nc2ccc(C(F)(F)F)cc2)Oc2ccc(NC(=O)C3CC3)cc2CC1=O	0.3
CCCCCCCN(c1ccccc1)C1C[C@H]2CCCC(=O)N3CC[C@@H](C1)[C@@H]23 (some centres not stated)	1.1
COc1cccc(S(=O)(=O)N[C@H]2CC[C@@H](CC(=O)NCc3ccc(Cl)cc3)O[C@H]2CO)c1	1.6
O=C(C[C@H]1CC[C@@H]2[C@H](COC[C@H](O)CN2C(=O)c2ccc(F)cc2)O1)Nc1ccc(-c2ccccc2)cc1	0.2
CN1C(=O)c2cc(NC(=O)c3ccc(F)c(F)c3)ccc2OC[C@H]2O[C@@H](CC(=O)N3CCOCC3)CC[C@@H]21	1.2
C[C@@H]1CCCCO[C@H](CN(C)S(=O)(=O)c2ccccc2)[C@@H](C)CN([C@H](C)CO)C(=O)c2cc(NC(=O)C3CCCCC3)ccc2O1	-0.6
COCc1cc(N2CCNC[C@@H]2C)ccc1N1CCN(Cc2ccccc2)[C@@H](C)C1	-0.2
Cc1ccc(S(=O)(=O)N(C)C[C@@H]2OCc3ccccc3-c3ccccc3C(=O)N([C@@H](C)CO)C[C@H]2C)cc1	0.1
Cc1ccc(S(=O)(=O)C[C@@H]2OC[C@H](Cc3ccccc3)N2S(=O)(=O)c2ccc(C)cc2)cc1	1.0
O=C(NCC1CC1)[C@H]1[C@H](CO)[C@H]2Cn3c(ccc(/C=C/c4ccccc4)c3=O)[C@@H]1N2C(=O)C1CCC1	2.1
C[C@H]1CN([C@@H](C)CO)C(=O)c2cc(-c3ccccc3F)cnc2O[C@@H]1CN(C)C(=O)c1ccccn1	-1.0
C[C@H]1CCCCO[C@@H](CN(C)C(=O)CCC(F)(F)F)[C@@H](C)CN([C@@H](C)CO)C(=O)c2cc(N(C)C)ccc2O1	-28
COc1ccc(NC(=O)Nc2ccc3c(c2)C(=O)N([C@@H](C)CO)C[C@H](C)[C@H](CN(C)C)O3)cc1	-4.5
COc1ccc(NC(=O)N(C)C[C@@H]2Oc3c(NS(C)(=O)=O)cccc3C(=O)N([C@@H](C)CO)C[C@@H]2C)cc1	0.1
Cc1noc(C)c1S(=O)(=O)N(C)C[C@H]1OCCCC[C@@H](C)Oc2ccc(N(C)C)cc2C(=O)N([C@@H](C)CO)C[C@@H]1C	-16
O=C(C[C@@H]1C[C@H]2c3cc(NC(=O)C4CCOCC4)ccc3O[C@H]2[C@@H](CO)O1)NCc1ccncc1	-0.6
C[C@@H]1CN([C@@H](C)CO)C(=O)c2cc(-c3cccc(F)c3)cnc2O[C@@H]1CN(C)C(=O)C1CCC1	0.8
CCC(=O)Nc1ccc2c(c1)OC[C@@H](C)N(C(=O)C1CCC1)C[C@H](C)[C@@H](OC)CN(C)C2=O	-0.8
CCCNC(=O)NC[C@@H]1[C@@H](c2ccc(C3=CCCC3)cc2)[C@@H](CO)N1C(=O)CC	-18
CC(C)CC#Cc1ccc2c(c1)O[C@H](CN(C)C(=O)C1CCC1)[C@@H](C)CN([C@H](C)CO)S2(=O)=O	1.7
CCCNC(=O)C[C@H]1CC[C@@H]2[C@H](COc3ccc(NC(=O)CC)cc3C(=O)N2C)O1	-0.7
CSCCC(C(=O)Nc1c(C)cccc1C)n1c(COc2ccc(C)cc2)nc2ccccc21 (configuration not stated)	-0.2
C[C@@H]1CN([C@H](C)CO)C(=O)c2cc(NS(=O)(=O)c3ccc(Cl)cc3)ccc2O[C@H]1CN(C)Cc1ccccc1	0.8
COc1ccccc1S(=O)(=O)N[C@@H]1C=C[C@@H](CC(=O)N2CCN(C)CC2)O[C@H]1CO	-1.0
C[C@H](CO)N1C[C@H](C)[C@@H](CN(C)Cc2ccc(C(=O)O)cc2)Oc2c(NS(C)(=O)=O)cccc2C1=O	0.4
C[C@H](O)C#Cc1cnc2c(c1)C(=O)N([C@@H](C)CO)C[C@H](C)[C@@H](CN(C)Cc1cccc(C(=O)O)c1)O2	0.9
C[C@H]1CCCCO[C@H](CN(C)C(=O)Nc2ccc3c(c2)OCO3)[C@@H](C)CN([C@@H](C)CO)C(=O)c2cc(NC(=O)Nc3cccc4ccccc34)ccc2O1	-0.9
Cc1ccc(S(=O)(=O)N(C)C[C@H]2Oc3ccc(NC(=O)CCC(F)(F)F)cc3CC(=O)N([C@@H](C)CO)C[C@H]2C)cc1	-0.1
CC(C)(C)NC(=O)C(c1cc2ccccc2o1)n1c(=O)c(-c2cc3ccccc3[nH]2)nc2ccccc21 (configuration not stated)	0.8
CCC(=O)N1[C@H](CO)[C@@H](c2ccccc2)[C@H]1CN(C(C)C)S(C)(=O)=O	-0.9

14 entries out of the list, ordered by length of the SMILES, ascending.
SMILES	TcdB inh
CC(C)c1[nH]nc2c1C(c1cccc(C(F)(F)F)c1)NC2=O (configuration not stated)	1.4
COCc1cc(N2CCNC[C@@H]2C)ccc1N1CCN(Cc2ccccc2)[C@@H](C)C1	-0.2
CCC(=O)N1[C@H](CO)[C@@H](c2ccccc2)[C@H]1CN(C(C)C)S(C)(=O)=O	-0.9
COc1ccccc1S(=O)(=O)N[C@@H]1C=C[C@@H](CC(=O)N2CCN(C)CC2)O[C@H]1CO	-1.0
CC(C)(C)NC(=O)C(c1cc2ccccc2o1)n1c(=O)c(-c2cc3ccccc3[nH]2)nc2ccccc21 (configuration not stated)	0.8
C[C@H]1CN([C@@H](C)CO)C(=O)c2cc(-c3ccccc3F)cnc2O[C@@H]1CN(C)C(=O)c1ccccn1	-1.0
C[C@@H]1CN([C@@H](C)CO)C(=O)c2cc(-c3cccc(F)c3)cnc2O[C@@H]1CN(C)C(=O)C1CCC1	0.8
CC(C)CC#Cc1ccc2c(c1)O[C@H](CN(C)C(=O)C1CCC1)[C@@H](C)CN([C@H](C)CO)S2(=O)=O	1.7
C[C@@H]1CN([C@H](C)CO)C(=O)c2cc(NS(=O)(=O)c3ccc(Cl)cc3)ccc2O[C@H]1CN(C)Cc1ccccc1	0.8
O=C(NCC1CC1)[C@H]1[C@H](CO)[C@H]2Cn3c(ccc(/C=C/c4ccccc4)c3=O)[C@@H]1N2C(=O)C1CCC1	2.1
C[C@H](CO)N1C[C@H](C)[C@@H](CN(C)C(=O)Nc2ccc(C(F)(F)F)cc2)Oc2ccc(NC(=O)C3CC3)cc2CC1=O	0.3
Cc1noc(C)c1S(=O)(=O)N(C)C[C@H]1OCCCC[C@@H](C)Oc2ccc(N(C)C)cc2C(=O)N([C@@H](C)CO)C[C@@H]1C	-16
C[C@@H]1CCCCO[C@H](CN(C)S(=O)(=O)c2ccccc2)[C@@H](C)CN([C@H](C)CO)C(=O)c2cc(NC(=O)C3CCCCC3)ccc2O1	-0.6
C[C@H]1CCCCO[C@H](CN(C)C(=O)Nc2ccc3c(c2)OCO3)[C@@H](C)CN([C@@H](C)CO)C(=O)c2cc(NC(=O)Nc3cccc4ccccc34)ccc2O1	-0.9

(continued)
SMILES	TcdB inh
COC(=O)[C@]12C[C@H](CC(=O)N3CCN(C(=O)C4CC4)CC3)C(=O)N(Cc3ccccc3)C1=C[C@H](C1CCCC1)O[C@@H]2C	0.7
CC(C)CC#Cc1ccc2c(c1)O[C@@H](CN(C)C(=O)NC1CCCC1)[C@H](C)CN([C@@H](C)CO)S2(=O)=O	1.9
CC(C)NC(=O)N(C)C[C@H]1Oc2ccc(NS(C)(=O)=O)cc2C(=O)N([C@@H](C)CO)C[C@H]1C	0.3
CCS(=O)(=O)NCC[C@H]1CC[C@H](NC(=O)Nc2ccccc2)[C@@H](CO)O1	-0.2
C[C@@H]1CCCCO[C@H](CN(C)C(=O)Nc2ccccc2)[C@H](C)CN([C@H](C)CO)C(=O)c2cc(NS(=O)(=O)c3cccs3)ccc2O1	0.6
C[C@H](CO)N1C[C@H](C)[C@@H](CN(C)Cc2ccc3c(c2)OCO3)Oc2ccc(NC(=O)Nc3ccccc3)cc2C1=O	-1.2
COc1ccc(NC(=O)N(C)C[C@@H]2Oc3ncc(-c4cccc(F)c4)cc3C(=O)N([C@H](C)CO)C[C@@H]2C)cc1	-1.2
CC(C)C#Cc1ccc([C@H]2[C@@H](CO)N3CCCCN(C(=O)c4ccc5c(c4)OCO5)C[C@H]23)cc1	-0.2
C[C@@H]1CN([C@@H](C)CO)S(=O)(=O)c2ccc(-c3cccc(C#N)c3)cc2O[C@@H]1CN(C)Cc1ccccn1	1.0
O=C(NCc1ccc(F)cc1)[C@@H]1[C@@H](CO)[C@@H]2Cn3c(ccc(C4=CCCCC4)c3=O)[C@H]1N2	-1.7
CCCN1[C@H](CO)[C@H](c2ccc(C3=CCCCC3)cc2)[C@@H]1CNS(C)(=O)=O	-19
Cc1cc(C(=O)Nc2cccc3c2O[C@H](CN(C)C(=O)Nc2ccc(F)cc2)[C@H](C)CN([C@H](C)CO)C3=O)n(C)n1	-1.5

Structures from the list above that have two or more sulfur atoms, in the order listed:
SMILES	TcdB inh
Cc1ccc(S(=O)(=O)C[C@@H]2OC[C@H](Cc3ccccc3)N2S(=O)(=O)c2ccc(C)cc2)cc1	1.0
C[C@@H]1CCCCO[C@H](CN(C)C(=O)Nc2ccccc2)[C@H](C)CN([C@H](C)CO)C(=O)c2cc(NS(=O)(=O)c3cccs3)ccc2O1	0.6

The list continues:
SMILES	TcdB inh
CN1CCN(C(=O)c2cc3c(c(-c4cccc(-c5ccccc5F)c4)n2)[C@@H](CCO)N([S@](=O)C(C)(C)C)C3)CC1	-0.4
O=C(NC1CCCCC1)N[C@@H]1CC[C@H](CCNS(=O)(=O)c2ccccc2)O[C@H]1CO	-1.4
CCCNC(=O)N(C)C[C@@H]1Oc2ncc(C#CCC(C)C)cc2C(=O)N([C@@H](C)CO)C[C@@H]1C	0.6
CC(C)NC(=O)N(C)C[C@@H]1Oc2cc(-c3cncnc3)ccc2S(=O)(=O)N([C@@H](C)CO)C[C@@H]1C	-0.8
C/C=C/c1cnc2c(c1)C(=O)N([C@H](C)CO)C[C@H](C)[C@H](CN(C)C(=O)Cc1cccnc1)O2	0.9
COc1ccc([Si](C)(C)[C@H]2[C@H](CCn3cc([C@H](O)c4ccccc4)nn3)O[C@@]3(C(=O)N(Cc4cccc(N5CCC5=O)c4)c4ccccc43)[C@@H]2C)cc1	-1.9
O=C(N[C@H]1CC[C@H](CCNC(=O)C2CCOCC2)O[C@H]1CO)c1ccccn1	0.9
N#C[C@@H]1[C@H](c2ccccc2C2=CCCC2)[C@@H](CO)N1C(=O)C1CCOCC1	-2.3
C[C@H](CO)N1C[C@H](C)[C@H](CN(C)C(=O)C2CCCCC2)OCCCC[C@H](C)Oc2ccc(NS(=O)(=O)c3ccccc3)cc2C1=O	0.2
CNC[C@@H]1OCCCC[C@H](C)Oc2ccc(NS(=O)(=O)c3cccs3)cc2C(=O)N([C@@H](C)CO)C[C@H]1C	-0.6
C[C@@H]1CCCCO[C@H](CN(C)CC2CCCCC2)[C@H](C)CN([C@H](C)CO)C(=O)c2cc(NS(=O)(=O)c3cn(C)cn3)ccc2O1	1.6
C[C@@H]1CCCCO[C@H](CN(C)C(=O)CCCN(C)C)[C@H](C)CN([C@H](C)CO)C(=O)c2cc(NC(=O)C3CCCCC3)ccc2O1	-0.4
O=S(=O)(c1cccs1)N1CCCc2nc(-c3ccccc3)ccc21	0.2
C[C@H](CO)N1C[C@H](C)[C@H](CN(C)Cc2ccncc2)Oc2ccc(NC(=O)CCC(F)(F)F)cc2CC1=O	0.8
Cc1ccc(S(=O)(=O)N2c3ccccc3OC(C(=O)OC(C)(C)C)(C(=O)OC(C)(C)C)C2CC(=O)c2ccccc2)cc1 (configuration not stated)	0.5
O=C(C(=O)N1CCC(CNS(=O)(=O)c2cccc3ccccc23)CC1)c1cccs1	0.0
C[C@@H]1CN([C@H](C)CO)S(=O)(=O)c2ccc(C3=CCCC3)cc2O[C@H]1CN(C)C(=O)CN(C)C	0.5
COc1ccc(S(=O)(=O)N(C)C[C@@H]2Oc3ccc(NC(=O)CCN4CCOCC4)cc3C(=O)N([C@@H](C)CO)C[C@@H]2C)cc1	0.2
CC(C)NC(=O)N(C)C[C@@H]1OCCCC[C@@H](C)Oc2ccc(NC(=O)c3ccccc3)cc2C(=O)N([C@H](C)CO)C[C@H]1C	0.4
Cc1noc(C)c1S(=O)(=O)N(C)C[C@@H]1OCCCC[C@@H](C)Oc2ccc(NS(=O)(=O)c3ccccc3)cc2C(=O)N([C@@H](C)CO)C[C@@H]1C	0.1
CO[C@@H]1CN(C)C(=O)c2ccc(NS(C)(=O)=O)cc2OC[C@@H](C)N(Cc2nccs2)C[C@H]1C	0.0
COc1cccc(CN2CC3(CN(S(C)(=O)=O)C3)c3c(n(C)c4cc(OC)ccc34)[C@@H]2CO)c1	0.4
Cc1noc(C)c1NC(=O)N[C@@H]1C=C[C@@H](CC(=O)Nc2ccc(-c3ccccc3)cc2)O[C@@H]1CO	-0.3
